PLCg1 inh = blocks human PLC-gamma1 enzyme activity | purified PLC-gamma1, fluorogenic substrate, fluorescence | inhibition, % at 12.2 µM | 0.84% of 370,000 active | AID 720700; in the data active means inhibition above about 9.5%
Target sequence (P19174 whole entry, looked up): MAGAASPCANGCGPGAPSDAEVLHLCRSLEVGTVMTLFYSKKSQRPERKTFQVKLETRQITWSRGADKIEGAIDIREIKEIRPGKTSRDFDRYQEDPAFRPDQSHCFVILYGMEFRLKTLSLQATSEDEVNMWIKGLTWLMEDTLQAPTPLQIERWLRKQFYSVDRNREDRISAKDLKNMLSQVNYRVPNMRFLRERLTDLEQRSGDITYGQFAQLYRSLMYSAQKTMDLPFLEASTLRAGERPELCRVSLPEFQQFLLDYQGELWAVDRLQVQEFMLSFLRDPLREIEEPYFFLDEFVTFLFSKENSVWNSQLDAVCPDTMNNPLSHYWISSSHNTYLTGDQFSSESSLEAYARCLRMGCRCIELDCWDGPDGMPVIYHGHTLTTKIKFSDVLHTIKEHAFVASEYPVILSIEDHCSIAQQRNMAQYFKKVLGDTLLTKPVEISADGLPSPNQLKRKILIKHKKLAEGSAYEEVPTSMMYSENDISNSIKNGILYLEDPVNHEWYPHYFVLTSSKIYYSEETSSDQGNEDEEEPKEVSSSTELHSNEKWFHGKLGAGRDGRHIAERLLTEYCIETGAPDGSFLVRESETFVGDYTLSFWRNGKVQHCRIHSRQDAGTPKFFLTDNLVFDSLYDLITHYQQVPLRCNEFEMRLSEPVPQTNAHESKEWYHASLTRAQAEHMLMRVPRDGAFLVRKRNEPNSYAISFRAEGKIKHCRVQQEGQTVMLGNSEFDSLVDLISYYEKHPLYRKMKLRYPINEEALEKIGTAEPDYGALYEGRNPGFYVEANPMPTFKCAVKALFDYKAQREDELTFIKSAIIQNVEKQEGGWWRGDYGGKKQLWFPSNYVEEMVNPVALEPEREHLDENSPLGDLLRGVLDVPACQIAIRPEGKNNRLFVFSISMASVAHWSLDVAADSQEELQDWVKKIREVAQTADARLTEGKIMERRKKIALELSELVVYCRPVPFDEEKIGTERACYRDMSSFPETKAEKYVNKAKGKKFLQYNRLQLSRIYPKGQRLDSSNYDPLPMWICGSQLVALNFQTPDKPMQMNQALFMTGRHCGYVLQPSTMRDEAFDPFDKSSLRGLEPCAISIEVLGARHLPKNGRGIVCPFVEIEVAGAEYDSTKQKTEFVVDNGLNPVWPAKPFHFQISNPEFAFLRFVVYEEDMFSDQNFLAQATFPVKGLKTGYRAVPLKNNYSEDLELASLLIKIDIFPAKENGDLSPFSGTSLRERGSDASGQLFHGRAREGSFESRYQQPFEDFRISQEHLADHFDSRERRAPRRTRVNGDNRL
TDP2 absorb = TDP2 (human) inhibition, absorbance primary screen | 0.34% of 370,000 active | AID 720702 | recombinant TDP2, T5PNP hydrolysis, p-nitrophenol absorbance 415 nm | inhibition, % at 12.8 µM;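 active means inhibition above the mean of all tested compounds plus 3 SD, set per campaign, cut at about 25% in these data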;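 further: 0% = DMSO with enzyme and 100% = buffer with substrate but no TDP2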
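System – recombinant human TDP2 · Amount – 120 nM TDP2 per well · Buffer or medium – Mg2+-containing Tris-HCl buffer, pH 7.5 · Reagent – T5PNP substrate, 5 mM · Dosing – 12.8 µM single point, 1% DMSO · Incubation – 2 h at 37 °C · Measured by – epi absorbance · Read-out basis – percent inhibition · Benchmarks – high control without enzyme, low control DMSO plus TDP2 · Repeats – singlicate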
ADAM17 inh = ADAM17 inhibition, QFRET primary screen; P78536; AID 720648; 0.83% of 370,000 active; recombinant ADAM17, EDANS/DABCYL FRET peptide cleavage; inhibition, % at 6.95 µM;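 active means inhibition above the mean of compounds lying between control limits plus 3 SD, set per campaign, cut at about 8.5% in these data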;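 further: 0% = DMSO-only wells as the low control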
LEDGF integ inh = blocks HIV-1 LEDGF/p75-dependent DNA integration | 0.64% of 370,000 active | TR-FRET IN-LEDGF/p75 DNA integration, Eu/Cy5 | inhibition, % at 3.7 µM;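 active means inhibition above the screen-wide mean plus 3 SD, cut at about 13% in these data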;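 further: signal is the Cy5 over europium emission ratio at 671 and 618 nm; 0% = plate median of compound wells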
Tn7 DDE FP = disrupts Tn7 cyclic peptide binding to fibrin D-Dimer-E complex; FP displacement of FITC-Tn7 peptide from fibrin DD(E); 0% = median of compound wells per plate; inhibition, % at 8.3 µM; 0.13% of 370,000 active;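 active means inhibition above the mean of compounds falling within the control limits plus 3 SD of them, cut at about 14% in these data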;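 further: 0% = plate median of compound wells and 100% = 10 µM Aha-Tn7 peptide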
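Assay system: Fibrin-DD(E) protein isolated from polymerized human fibrin clots; read-out basis: percent inhibition; medium: Tris/NaCl/CaCl2 buffer, pH 7.8; signal: FP measurement; incubation: 10 min plus 3 h, room temperature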
ARFGAP1 inh = rat ARFGAP1 inhibition | Q62848 | Arfgap1-stimulated ARF1 GTP hydrolysis, GDP FP detection | inhibition, % at 16.5 µM | 0.26% of 360,000 active;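 active means inhibition above a per-plate limit, mean inhibition of low control wells plus 3 SD, cut at about 25% in these data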;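 further: 0% = DMSO wells with enzyme and 100% = wells lacking Arfgap1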
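Assay system: purified rat His6-Arfgap1 residues 1-136 (GAP domain); Reagent: human Δ17 ARF1 bound to GTP; Dosing: 16.5 µM single point, 1.26% DMSO; Times: GTP hydrolysis reaction 2 h at 25 °C; Signal: FP, GDP Alexa 633 tracer displaced from anti-GDP antibody, 620/688 nm; Measure: % inhibition from polarization.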
proKLK7 act = proKLK7 (human) activation, primary screen | 0.9% of 370,000 active | AID 652039 | activation, % at 7 µM | P49862 | purified proKLK7, EDANS-DABCYL substrate fluorescence; 100% is mature enzyme control, 0% vehicle;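 active means activation above the mean of all tested compounds plus 3 SD, computed per campaign excluding outliers beyond control limits, cut at about 13% in these data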
DDE Tn6 FP inh = DD(E)-Tn6 binding inhibition, primary FP screen; P02675; Fibrin DD(E) TRITC-Tn6 fluorescence polarization displacement; inhibition, % at 8.3 µM; 0.21% of 370,000 active; AID 720509;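 active means inhibition above a per-campaign cutoff: mean of compounds within control limits plus 3 SD, cut at about 15% in these data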;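 further: 0% = median of all compound wells on the plate and 100% = blocking peptide control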
ASAP1 GAP inh = inhibitors of human ASAP1 ArfGAP activity; ASAP1-stimulated ARF1 GTP hydrolysis, GDP FP detection; AID 624377; 0.19% of 360,000 active; Q9ULH1; inhibition, % at 16.5 µM; in the data active means inhibition above about 25%;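 further: 0% = vehicle with enzyme and substrate and 100% = no enzyme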
ADAM10 inh = inhibitors of human ADAM10 | O14672 | recombinant ADAM10, EDANS/DABCYL FRET peptide cleavage, 3 h | inhibition, % at 7 µM | 0.62% of 370,000 active | AID 720582;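 active means inhibition above a per-campaign cutoff equal to the mean of compounds falling between control-based bounds plus 3 SD, cut at about 20% in these data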;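 further: 0% = DMSO wells while the 100% control is not disclosed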
The depositor's hits bear a star.

entry	PLCg1 inh	TDP2 absorb	ADAM17 inh	LEDGF integ inh	Tn7 DDE FP	ARFGAP1 inh	proKLK7 act	DDE Tn6 FP inh	ASAP1 GAP inh	ADAM10 inh	SMILES
1	4	-7	-3	-9	3	-1	-0.3	2	5	-3	COc1ccccc1NC(=O)C1CCCN(S(=O)(=O)c2ccc3c(c2)CC(C)N3C(C)=O)C1 (centres undefined)
2	-2	-4	-5	2	-2	0	0.6	-2	1	0	COc1ccc(NC(=O)c2c(F)c(F)c(F)c(F)c2F)cc1Cl
3	-5	5	-4	-5	0	6	-0.1	2	2	-6	O=C1OCCC/C1=C\c1ccc2c(c1)OCO2
4	0	-6	-3	-4	-3	-3	-0.7	4	-11	3	Cc1cc(=O)[nH]c(N/N=C/c2ccc(F)cc2)n1
5	-2	-9	0	2	-3	-7	0.6	-1	-2	12	Cn1nnc2cc(C(=O)Nc3ccc4ccccc4c3)ccc21
6	-2	4	-2	-4	1	5	-0.2	0	-1	-1	O=C(/C=C\c1ccccc1)Oc1cccc2cccnc12
7	-40	-10	-7	3	-2	-2	0.2	2	2	-30	COc1ccc(OC)c(C2=C/C(=C/c3ccccn3)C(=O)O2)c1
8	1	-5	-4	-10	4	-11	0.5	-14	-3	-3	Cc1ccccc1C(=O)N/N=C1\SCC(=O)N1Cc1ccco1
9	0	-6	2	0	-1	1	-0.2	-2	-1	-3	Cc1nn(CC(=O)NCCC2=CCCCC2)c(C)c1S(=O)(=O)N(C)C
10	2	-1	-1	1	8	12	0.4	-3	1	9	COc1ccc(N/C=C(\C#N)c2ccc(OCCCF)cc2)cc1
11	2	3	1	5	-9	-9	-0.2	-1	-2	10	COc1cc(-n2c(C)nc3cc(C(=O)N4CCOCC4)ccc32)cc(OC)c1OC
12	6	-2	4	-2	6	8	0.0	-5	3	17	Cc1cccc(NC(=O)c2ccc(N(C)C3CCCCC3)c([N+](=O)[O-])c2)n1
13	-2	6	-4	1	-4	-1	0.5	2	-17	-10	COCCCNC(=O)C(C#N)c1nc2ccccc2nc1N1CCCC1 (centres undefined)
14	-2	-4	-3	-4	-1	-4	0.1	2	-7	-13	COc1ccc(C(C(=O)NC2CCCC2)N(C(=O)Cc2cccs2)C2CC2)cc1OC (centres undefined)
15	-2	-7	-1	-5	-1	12	0.2	7	-2	-8	O=C(c1cccc(S(=O)(=O)Nc2ccccc2F)c1)N1CCN(c2ccccc2F)CC1
16	-8	13	-1	2	-3	15	0.5	0	-10	-4	CCNC(=O)CSc1ncnc2sccc12
17	7	-17	-2	-4	-6	4	-0.5	2	0	-19	CCOC(=O)N1CCN(C(=O)C[C@@H]2C[C@@]3(C(=O)OCC)CCCC=C3N(Cc3ccco3)C2=O)CC1
18	-10	-9	-2	13*	-5	-8	1.1	1	7	-10	Cc1nc2sc(C(c3ccco3)N3CCC(C)CC3)c(O)n2n1 (centres undefined)
19	-2	-7	4	-1	-4	2	0.9	-1	-6	-4	O=C(Nc1ccccc1C(=O)O)c1ccc(NC(=O)C2CC2)cc1
20	2	-1	2	5	-5	4	-0.5	6	-21	3	CCc1ccc(OCC(=O)NCc2ccco2)c(Br)c1
21	4	-2	-5	2	-1	5	0.3	2	5	-2	Cc1cccc(N(Cc2ccccc2)C(=O)c2ccc(S(C)(=O)=O)cc2)c1
22	-1	5	1	2	-2	-3	0.1	-1	-6	8	C#CC[N+](C)(C)CC#Cc1ccccc1
23	-4	1	-3	-3	4	-5	0.2	4	-1	-1	COc1cc(OC)cc(-c2nc(-c3cc4cc(C)ccc4nc3OC)no2)c1
24	4	1	-1	4	-5	-5	0.5	4	8	-5	Cc1cccc(C)c1N1C(=O)c2cccc([N+](=O)[O-])c2C1=O
25	-148	-3	-22	2	4	12	0.7	-2	-6	-52	CCOC(=O)C1=C(CSc2nc3c(cc2C#N)CN(C)CC3)OC(N)=C(C#N)C1c1ccc(F)cc1 (centres undefined)
26	-4	10	-46	-3	-3	14	2.7	1	-4	-127	Cn1nnc(NC(=S)NC(=O)c2ccc(-c3ccc(Br)cc3)o2)n1
27	1	-6	0	2	3	-2	0.4	1	11	1	Cc1c(C(=O)NCc2ccccc2C(F)(F)F)sc(=O)n1Cc1ccc(S(=O)(=O)N(C)C)cc1
28	-2	7	-4	-1	4	8	-0.4	-3	-3	-8	COC(=O)CSc1ccc2nnc(CCNS(=O)(=O)c3ccccc3)n2n1
29	0	-8	-3	-3	5	5	0.4	4	4	1	Cc1ccccc1-c1nc2ccccc2c(=O)n1/N=C/c1ccccc1[N+](=O)[O-]
30	4	-7	-1	-2	-5	8	-0.1	6	6	1	COc1ccc(Cl)cc1S(=O)(=O)N1CCN(C(=O)c2n[nH]c(=O)c3ccccc23)CC1

Ordered by the number under PLCg1 inh (smallest number first): some entries from above
entry	PLCg1 inh	TDP2 absorb	ADAM17 inh	LEDGF integ inh	Tn7 DDE FP	ARFGAP1 inh	proKLK7 act	DDE Tn6 FP inh	ASAP1 GAP inh	ADAM10 inh	SMILES
7	-40	-10	-7	3	-2	-2	0.2	2	2	-30	COc1ccc(OC)c(C2=C/C(=C/c3ccccn3)C(=O)O2)c1
18	-10	-9	-2	13*	-5	-8	1.1	1	7	-10	Cc1nc2sc(C(c3ccco3)N3CCC(C)CC3)c(O)n2n1 (centres undefined)
3	-5	5	-4	-5	0	6	-0.1	2	2	-6	O=C1OCCC/C1=C\c1ccc2c(c1)OCO2
26	-4	10	-46	-3	-3	14	2.7	1	-4	-127	Cn1nnc(NC(=S)NC(=O)c2ccc(-c3ccc(Br)cc3)o2)n1
29	0	-8	-3	-3	5	5	0.4	4	4	1	Cc1ccccc1-c1nc2ccccc2c(=O)n1/N=C/c1ccccc1[N+](=O)[O-]
20	2	-1	2	5	-5	4	-0.5	6	-21	3	CCc1ccc(OCC(=O)NCc2ccco2)c(Br)c1
21	4	-2	-5	2	-1	5	0.3	2	5	-2	Cc1cccc(N(Cc2ccccc2)C(=O)c2ccc(S(C)(=O)=O)cc2)c1

Back to the main list with the two entries that preceded the break.
entry	PLCg1 inh	TDP2 absorb	ADAM17 inh	LEDGF integ inh	Tn7 DDE FP	ARFGAP1 inh	proKLK7 act	DDE Tn6 FP inh	ASAP1 GAP inh	ADAM10 inh	SMILES
29	0	-8	-3	-3	5	5	0.4	4	4	1	Cc1ccccc1-c1nc2ccccc2c(=O)n1/N=C/c1ccccc1[N+](=O)[O-]
30	4	-7	-1	-2	-5	8	-0.1	6	6	1	COc1ccc(Cl)cc1S(=O)(=O)N1CCN(C(=O)c2n[nH]c(=O)c3ccccc23)CC1
31	-79	-2	0	0	4	3	-0.3	-9	1	0	COc1cccc(Cn2cc(/C=N/NC(=O)c3cc(O)cc(O)c3)c3ccccc32)c1
32	5	-4	8	1	-6	11	-0.3	8	8	-11	CCC(C(=O)OCC(=O)Nc1c(C)nn(-c2ccccc2)c1C)c1ccccc1 (centres undefined)
33	-35	12	-3	2	-3	-6	0.4	-4	-6	-6	O=C(/C=C/c1ccco1)Nc1scc(-c2ccccc2)c1C(=O)O
34	5	-8	2	-2	-4	2	-0.7	4	5	4	CCOC(=O)c1sc(=S)n(C)c1C
35	0	-11	-3	-4	3	-9	0.1	-5	10	-9	COc1cccc(CNC(=O)CCC2CCCN(C(=O)c3cccc(Cl)c3)C2)c1 (centres undefined)
36	1	-7	3	4	-7	14	-0.7	3	13	-4	O=C(Nc1nnc(C2CC2)o1)c1ccc(S(=O)(=O)N2CCCCC2)cc1
37	-2	-1	-4	5	-3	4	-0.8	-3	6	-3	Cc1ccsc1C(=O)OCC(=O)NCc1ccc(Cl)cc1
38	0	8	0	0	-9	9	-0.1	0	10	5	COc1ccc(N2C(=O)N3[C@H](c4cccc(C)c4)[C@@H]4C(=O)N(Cc5ccccc5)C(=O)[C@@H]4[C@]3(Cc3ccccc3)C2=O)cc1
39	-1	-3	0	0	-4	0	0.4	-2	3	-6	CCN(CC)S(=O)(=O)c1ccc(NS(=O)(=O)c2ccc(C)c(C)c2)cc1
40	2	6	2	-3	2	11	0.2	4	1	3	CCN(CCCNC(=O)CCc1nc(-c2ccc(OC)cc2)no1)c1cccc(C)c1
41	0	15	-5	2	2	-2	0.0	-6	6	0	O=C(CNC(=O)c1ccco1)NCC(=O)OCc1ccc(Cl)cc1
42	1	0	-5	-2	7	6	0.6	6	3	-12	CC(=O)c1cccc(S(=O)(=O)NC2CCCCCC2)c1
43	3	-11	2	0	0	-16	0.2	-1	5	0	CS(=O)(=O)N1CCN(c2ccc([N+](=O)[O-])c(NCc3ccccc3)c2)CC1
44	1	-5	3	0	-2	-3	0.0	-2	0	-6	O=C1NC[C@H](Cc2ccccc2)N(CCc2cccc(F)c2)C1=O
45	2	9	0	2	1	8	0.2	-7	-1	11	O=C(Nc1ccccc1)Nc1ccc2ncoc2c1
46	1	11	-2	-3	-3	3	0.4	8	9	0	Cc1cccc(N(C(=O)c2csnn2)C(C(=O)NCc2ccccc2)c2ccc(C)o2)c1 (centres undefined)
47	-3	4	-1	-1	7	3	0.3	6	-3	10	CCN(CC)S(=O)(=O)c1cccc(C(=O)NCCc2ccccc2)c1
48	2	11	0	-1	1	-5	0.5	4	-3	1	COc1ccc(C(=O)NC(=S)Nc2cccc(S(=O)(=O)N3CCOCC3)c2)cc1
49	1	3	3	2	-2	-5	0.2	10	-14	-2	O=C(NC(=O)c1csnn1)Nc1ccccc1Cl
50	0	1	0	-2	6	-2	0.5	-1	14	-3	COc1ccc([N+](=O)[O-])cc1NC(=O)c1ccc(N(Cc2ccccc2C)S(C)(=O)=O)cc1
51	-8	8	-10	0	9	-10	0.3	-10	-2	-15	Cc1nc2c(C(=O)NCCc3ccccc3)c[nH]n2c(=O)c1Cl
52	-3	-6	-8	-3	-7	-6	0.4	0	-9	-8	O=C(CN1CCOCC1)Nc1ccc(Cl)cn1
53	-1	-8	-1	1	-2	-2	0.1	1	11	0	CCO[C@H]1OC(C(N)=O)=C[C@@H](c2csc3ccccc23)[C@@H]1CCCO
54	4	7	0	2	0	7	-0.5	-6	4	2	COc1ccccc1C(=O)NNC(=O)c1ccncc1

Screens as filed in PubChem BioAssay.
